High-throughput results from PubChem.
GAA glycogen mod: inhibitors or activators of human alpha-glucosidase glycogen cleavage; P10253; recombinant GAA, glycogen substrate, Amplex Red glucose oxidase fluorescence; Potency, µM (titrated, usually from 76.4 µM), inactives show at the highest dose activity change, negative = inhibition, usual class: inhibitors; hit rate 0.38% among 300,000; AID 2100;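 note: 0% = full enzyme reaction and -100% = no-enzyme basal signal; the screen sought inhibitors and activators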
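Recombinant enzyme (4 nM final) with compounds titrated up to 77 uM and bovine liver glycogen (30 ug) in citrate pH 5.0, 0.01% Tween-20, 37 C 40 min. Released glucose detected by Amplex Red/glucose oxidase (Ex 573/Em 610); AC50 from Hill fits.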
TRb-SRC2 inh: disrupts binding of human TR beta to SRC2 | P10828 | TRbeta-SRC2 peptide binding, fluorescence polarization; receptor liganded with 1 µM T3 | Potency, µM (doses to about 106 µM), without a hit: at the highest dose activity change, negative = inhibition, actives largely listed as inhibitors | hit rate 0.065% among 280,000 | AID 1469;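 note: plate controls were bound peptide for no effect and peptide without receptor for full effect; nearly all actives have a fitted effect of over 50% in size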
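Human TRb ligand-binding domain (0.6 uM) is mixed with 20 nM Texas Red SRC2 peptide and 1 uM T3; after compound addition and 5 hr at ambient temperature, polarization is measured and normalized to unbound and bound controls.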
TexasRed fluor: Texas Red fluorescence interference in TRb-SRC2 counter-screen; Potency, µM (titrated, usually from 106 µM), inactives show at the top dose fluorescence change, negative = quenching; TRb/SRC2 Texas Red total fluorescence interference; hit rate 0.29% among 280,000; active = well fitted curve in either direction with a large enough effect; inconclusive = small, poorly fitted or top-dose-only effect
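Human TRb ligand-binding domain at 0.6 uM with 20 nM Texas Red SRC2 peptide in Tris buffer containing 1 uM T3 and 5% DMSO, incubated with compound 5 h at ambient temperature. Total fluorescence (555/632 nm) calculated as parallel + 2 × perpendicular.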
GAA spleen mod: lysosomal alpha-glucosidase (human) modulation | Potency, µM (doses to about 79.9 µM), for inactives: at the highest dose activity change, negative = inhibition, usual class: inhibitors | hit rate 0.006% among 240,000 | P10253 | human spleen homogenate, 4-MU-alpha-glucoside fluorescence;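 note: 0% = enzyme with vehicle and -100% = no enzyme basal signal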
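Compounds were titrated against alpha-glucosidase in spleen homogenate at pH 5.0, with 1 mM 4-methylumbelliferyl substrate for 40 min at 37 C. Reactions were quenched with pH 10 NaOH/glycine and fluorescence measured.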
GAA inh: alpha-glucosidase (human) inhibition | purified human GAA, 4-MU-alpha-glucoside fluorescence | Potency, µM (series often up to 76.9 µM), without a hit: top-dose activity change, negative = inhibition, usual class: inhibitors | hit rate 0.005% among 200,000;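 note: plate controls were uninhibited enzyme wells for no effect and no-enzyme background for full effect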
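Enzyme (4 nM final) mixed with compound (up to 77 uM), then 4-MU-alpha-D-pyranoside (400 uM final) added; 20 min at room temperature, pH 5.0. Reaction stopped at pH 10, fluorescence read, AC50 derived by Hill fit.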
RECQ1 helicase: blocks DNA unwinding by human RECQ1. P46063. RECQ1 DNA unwinding, red fluorescence kinetic read. Potency, µM (doses to about 57.3 µM), inactives show at the top dose activity, negative = inhibition, most hits filed as inhibitors. hit rate 0.54% among 240,000. AID 2549;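 note: plate controls were vehicle for no effect and no enzyme for full effect; nearly all actives have a fitted effect of over 30% in size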
Target sequence (P46063 whole entry, looked up): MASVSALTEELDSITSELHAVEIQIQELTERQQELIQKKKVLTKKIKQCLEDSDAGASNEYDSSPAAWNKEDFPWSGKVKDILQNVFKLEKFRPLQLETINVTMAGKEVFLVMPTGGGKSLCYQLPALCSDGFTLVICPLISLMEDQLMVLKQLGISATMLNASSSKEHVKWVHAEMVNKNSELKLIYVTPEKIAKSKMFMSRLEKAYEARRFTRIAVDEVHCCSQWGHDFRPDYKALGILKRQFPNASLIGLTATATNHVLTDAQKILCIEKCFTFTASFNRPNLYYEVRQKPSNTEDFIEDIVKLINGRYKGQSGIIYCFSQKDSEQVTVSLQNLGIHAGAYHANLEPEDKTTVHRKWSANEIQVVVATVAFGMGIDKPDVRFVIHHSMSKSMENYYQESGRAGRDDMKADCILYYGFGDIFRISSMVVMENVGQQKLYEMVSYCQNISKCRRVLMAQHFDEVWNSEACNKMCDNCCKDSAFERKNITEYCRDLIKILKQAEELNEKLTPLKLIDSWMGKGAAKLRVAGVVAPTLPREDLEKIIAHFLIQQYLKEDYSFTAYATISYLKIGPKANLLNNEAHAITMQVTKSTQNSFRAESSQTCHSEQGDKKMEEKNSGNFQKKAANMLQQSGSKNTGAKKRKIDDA
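RECQ1T1 50 nM; forked duplex (20 bp + 30-nt ss tails) 200 nM, ATP 2 mM final; pH 8.0, 2 mM MgCl2, 2.5 ug/ml poly(dI-dC); 15 min compound preincubation; discontinuous kinetic read over 2 h at RT.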
RGS12 GoLoco inh: RGS12 GoLoco-Gai1 interaction inhibition | Potency, µM (titrated, usually from 61.6 µM), for the others: top-dose activity, negative = inhibition, actives largely listed as inhibitors | Gai1:RGS12 GoLoco peptide FP, rhodamine, 10 min | P63096 | AID 880 | hit rate 0.44% among 230,000; active = well fitted inhibition curve with a large enough effect, not every such curve was filed as active; inactive = no such curve, though single readings can be large or run the other way; note: nearly all actives have a fitted effect of over 30% in size; many of its hits are not listed in these tables
Target sequence (P63096 whole entry, looked up): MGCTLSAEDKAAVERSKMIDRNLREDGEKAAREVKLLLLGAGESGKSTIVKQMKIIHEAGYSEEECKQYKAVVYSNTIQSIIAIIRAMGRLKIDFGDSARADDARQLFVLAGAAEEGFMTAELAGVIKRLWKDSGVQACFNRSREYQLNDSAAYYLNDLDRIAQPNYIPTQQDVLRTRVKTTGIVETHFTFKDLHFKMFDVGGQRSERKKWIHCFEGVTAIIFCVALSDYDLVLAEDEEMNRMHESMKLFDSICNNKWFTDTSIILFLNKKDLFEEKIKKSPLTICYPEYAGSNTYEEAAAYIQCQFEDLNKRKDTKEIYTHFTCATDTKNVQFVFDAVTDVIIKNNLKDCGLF
L3MBTL1 inh: blocks human L3MBTL1. AlphaScreen L3MBTL1–H3K9me1 peptide binding. Potency, µM (highest dose often 57.1 µM), inactives show at the top dose activity, negative = inhibition, usual class: inhibitors. hit rate 0.66% among 230,000. AID 485360; note: nearly all actives have a fitted effect of over 60% in size
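AlphaScreen proximity signal between nickel-chelate acceptor and streptavidin donor beads (final 10 ug/mL) reports binding of 50 nM L3MBTL1 to 75 nM biotin-H3 K9me1 peptide; complex incubated with compounds 30 min at room temperature; cefsulodin titration as control.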
The depositor's hits bear a star; & = joins results of further samples; [ ] = dose if it differs, or a comment. Unless noted, calls come from the whole dose curve; as a rule, active = well fitted curve in the direction sought with a large enough effect; inconclusive = small, poorly fitted or top-dose-only effect, or another doubt; inactive = no such curve, though single readings can be large; an effect the other way counts as inactive or inconclusive. Unless noted, % is set by controls: 0 for no effect and ±100 for the full control effect; potency is the fitted concentration of half-maximal effect.

For Fc1ccccc1Cc1noc(CN(Cc2ccccn2)CC2CCCO2)n1 (centres undefined) the results were GAA glycogen mod 4%, TRb-SRC2 inh 0%, TexasRed fluor 0%, GAA spleen mod -1%, GAA inh -2%, RECQ1 helicase -8%, RGS12 GoLoco inh 5% and L3MBTL1 inh -12%.
O=C(c1cccs1)N1CCn2c1nc1ccccc12 was read as GAA glycogen mod -25%, TRb-SRC2 inh -2%, TexasRed fluor -2%, GAA spleen mod 5%, GAA inh -12%, RECQ1 helicase -5%, RGS12 GoLoco inh 5% and L3MBTL1 inh 0%.
Screening CCN(CC)S(=O)(=O)c1cc(NC(=O)COC(=O)CCC(=O)c2ccc(F)cc2)ccc1C returned GAA glycogen mod -12%, TRb-SRC2 inh -1%, TexasRed fluor -1%, GAA spleen mod -3%, GAA inh -4%, RECQ1 helicase inactive, RGS12 GoLoco inh 5% and L3MBTL1 inh -2%.
`O=C(COC(=O)c1ccc(S(=O)(=O)NCc2ccco2)cc1)Nc1ncc(Cl)cc1Cl` gave GAA glycogen mod 3%, TRb-SRC2 inh -7%, TexasRed fluor 0%, GAA spleen mod 0%, GAA inh -7%, RECQ1 helicase -1%, RGS12 GoLoco inh 12% and L3MBTL1 inh -17%.
CO[C@@H]1COC(=O)C/C=C\[C@H](C)COC(=O)[C@H](Cc2ccccc2)NC(=O)C/C=C\[C@H]1C was read as TRb-SRC2 inh -2%[11.2 µM], TexasRed fluor -3%[11.2 µM], GAA spleen mod 1%[17.4 µM] and RECQ1 helicase inactive[11.5 µM].
Cc1ccc(-n2c(C)nc3oc4ccccc4c(=O)c3c2=O)cc1 was read as GAA glycogen mod 5%, TRb-SRC2 inh -3%, TexasRed fluor -3%, GAA spleen mod 9%, GAA inh -3%, RECQ1 helicase 4%, RGS12 GoLoco inh 81%[activator] and L3MBTL1 inh 40µM*.
For COc1ccc(C2C(C(=O)N3CCOCC3)CCC(=O)N2c2ccc(OC)cc2)cc1 (centres undefined) the results were GAA glycogen mod 18%, TRb-SRC2 inh -18%, TexasRed fluor -1%, GAA spleen mod -8%, GAA inh -7%, RECQ1 helicase -11%, RGS12 GoLoco inh -2% and L3MBTL1 inh 50%[activator].
Screening CCOC(=O)N1CCN(C(=O)c2ccc3nc(C)sc3c2)CC1 returned GAA glycogen mod 1%, TRb-SRC2 inh 1%, TexasRed fluor -2%, GAA spleen mod 0%, GAA inh -14%, RECQ1 helicase -3%, RGS12 GoLoco inh 2% and L3MBTL1 inh 0%.
Screening CC(C)CN(CC(C)C)S(=O)(=O)c1cc([N+](=O)[O-])ccc1N1CCCCCC1 returned GAA glycogen mod inconclusive, TRb-SRC2 inh 1%, TexasRed fluor 2%, GAA spleen mod -16%, GAA inh 10%, RECQ1 helicase inactive, RGS12 GoLoco inh 4% and L3MBTL1 inh -4%.
For CCCNC(=O)Cn1cnc2sc(C(=O)Nc3cc(OC)c(OC)c(OC)c3)c(C)c2c1=O the results were GAA glycogen mod -5%, TRb-SRC2 inh -4%, TexasRed fluor 2%, GAA spleen mod 6%, GAA inh 2%, RECQ1 helicase inactive and RGS12 GoLoco inh 2%.
For O=C(CN1c2cccc3cccc(c23)S1(=O)=O)N1CCOCC1 the results were GAA glycogen mod 3%, TRb-SRC2 inh 1%, TexasRed fluor -2%, GAA spleen mod 0%, GAA inh 0%, RECQ1 helicase inactive, RGS12 GoLoco inh 2% and L3MBTL1 inh -3%.
Screening CCSc1nc2c([nH]c3ccccc32)c(=O)n1C returned GAA glycogen mod 7%, TRb-SRC2 inh -19%, TexasRed fluor -3%, GAA spleen mod 5%, GAA inh 1%, RECQ1 helicase -10% and RGS12 GoLoco inh -1%.
For COc1ccc(-c2csc(Nc3ccc(S(N)(=O)=O)cc3)n2)cc1OC the results were GAA glycogen mod -29%, TRb-SRC2 inh 1%, TexasRed fluor -8%, GAA spleen mod -1%, GAA inh -6%, RECQ1 helicase -10% and RGS12 GoLoco inh 1%.
Screening COc1ccccc1N1CCN(S(=O)(=O)c2c(C)[nH]c(=O)[nH]c2=O)CC1 returned GAA glycogen mod 8%, TRb-SRC2 inh 1%, TexasRed fluor -5%, GAA spleen mod 5%, GAA inh -1%, RECQ1 helicase -1% and RGS12 GoLoco inh 9%.
Screening Cc1cc(-c2nn3c(-c4ccccc4)nnc3s2)c2ccccc2n1 returned GAA glycogen mod 4%, TRb-SRC2 inh -7%, TexasRed fluor -9%, GAA spleen mod 0%, GAA inh inconclusive, RECQ1 helicase 0%, RGS12 GoLoco inh 4% and L3MBTL1 inh 8%.
Screening CN1CCN(C(=O)C2CC(c3ccc(F)cc3)=NO2)CC1 (centres undefined) returned GAA glycogen mod 1%, TRb-SRC2 inh 1%, TexasRed fluor -1%, GAA spleen mod 3%, GAA inh -6%, RECQ1 helicase -4% and RGS12 GoLoco inh -8%.
For NC(N)=NC(=O)c1nc(Cl)c(N2CCCCCC2)nc1N the results were TRb-SRC2 inh 1%&7%, TexasRed fluor -4%&-2%, GAA spleen mod -6%&0%, RECQ1 helicase 28%&16%, RGS12 GoLoco inh 14%&-1% and L3MBTL1 inh -11%.
Screening COc1ccc(CN2C(=O)[C@@H]3C(c4ccc(F)cc4)=NO[C@@H]3C2=O)cc1 returned GAA glycogen mod -2%, TRb-SRC2 inh -12%, TexasRed fluor -2%, GAA spleen mod 4%, GAA inh -7%, RECQ1 helicase -1%, RGS12 GoLoco inh 6% and L3MBTL1 inh 0%.
`CN(C)c1nnnn1-c1ccc(Oc2ccccc2)cc1` gave GAA glycogen mod 0%, TRb-SRC2 inh 3%, TexasRed fluor 0%, GAA spleen mod -8%, GAA inh -1%, RECQ1 helicase -2%, RGS12 GoLoco inh -2% and L3MBTL1 inh 25%.
Screening Nc1c(C=C2C=CC(=O)C=C2)c(=O)nc2snc(SCc3ccccc3)n12 returned GAA glycogen mod -16%, TRb-SRC2 inh -7%, TexasRed fluor -2%, GAA spleen mod 19%, RECQ1 helicase 3%, RGS12 GoLoco inh 7% and L3MBTL1 inh inconclusive.
Screening COC(=O)c1ccccc1NC(=S)N(Cc1ccc2c(c1)OCO2)Cc1cc2cc(C)ccc2[nH]c1=O returned GAA glycogen mod -6%, TRb-SRC2 inh 8%, TexasRed fluor -48%, GAA spleen mod 1%, GAA inh -10%, RECQ1 helicase -2%, RGS12 GoLoco inh -6% and L3MBTL1 inh -3%.
Screening COc1cc(OC)c(-c2nc3cnccc3n2C)cc1OC returned GAA glycogen mod -4%, TRb-SRC2 inh -3%, TexasRed fluor -1%, GAA spleen mod 6%, GAA inh -15%[15.4 µM], RECQ1 helicase -5%, RGS12 GoLoco inh 8% and L3MBTL1 inh 3%.
`Cc1ccc(NC(=O)CCn2nc(C)cc2C)cc1` gave GAA glycogen mod -1%, TRb-SRC2 inh -4%, TexasRed fluor 1%, GAA spleen mod -2%, GAA inh inconclusive, RECQ1 helicase -5% and RGS12 GoLoco inh 5%.
For CC(C)(C)c1cc(C(=O)NCCN2CCCC2)cc(C(C)(C)C)c1 the results were GAA glycogen mod -5%, TRb-SRC2 inh -10%, TexasRed fluor 1%, GAA spleen mod -2%, GAA inh 1%, RECQ1 helicase inactive, RGS12 GoLoco inh -2% and L3MBTL1 inh 0%.
Screening CC(=O)C1=NN(c2ccccc2)C2(S1)S/C(=C\c1ccccc1)C(=O)N2c1ccccc1 (centres undefined) returned GAA glycogen mod 2%, TRb-SRC2 inh -13%, TexasRed fluor 1%, GAA spleen mod -9%, GAA inh -11%, RECQ1 helicase 12% and RGS12 GoLoco inh 9%.
For O=C1CCC/C(=N/NC(=O)c2cc(NS(=O)(=O)c3cccs3)cc(NS(=O)(=O)c3cccs3)c2)C1 the results were GAA glycogen mod inconclusive, TRb-SRC2 inh 3%, TexasRed fluor 1%, GAA spleen mod -13%, RECQ1 helicase -2%, RGS12 GoLoco inh 3% and L3MBTL1 inh -20%.
Screening COc1ccc(-c2nc(S(=O)(=O)c3ccccc3)c(N3CCOCC3)o2)cc1 returned GAA glycogen mod -2%, TRb-SRC2 inh -11%, TexasRed fluor 0%, GAA spleen mod 3%, GAA inh 8%, RECQ1 helicase 13%, RGS12 GoLoco inh -16% and L3MBTL1 inh 10%.
Screening Cc1ccc(SCC(=O)c2sc(-c3ccccc3)nc2C)cc1 returned GAA glycogen mod -9%, TRb-SRC2 inh -2%, TexasRed fluor -8%, GAA spleen mod -4%, GAA inh 1%, RECQ1 helicase -3%, RGS12 GoLoco inh -8% and L3MBTL1 inh 59%[activator].
CCOC(=O)CN/C=C(\C#N)c1ccc(F)cc1 was read as GAA glycogen mod -9%, TRb-SRC2 inh -1%, TexasRed fluor -3%, GAA spleen mod -3%, GAA inh inconclusive, RECQ1 helicase inactive, RGS12 GoLoco inh 16% and L3MBTL1 inh -3%.
`CC1CCC(C(C)C)C(=O)/C1=C\c1ccc(NC(=O)CCC(=O)O)cc1` (centres undefined) gave GAA glycogen mod 3%, TRb-SRC2 inh 7%, TexasRed fluor -4%, GAA spleen mod -3%, GAA inh -2%, RECQ1 helicase 0% and RGS12 GoLoco inh 0%.
Cc1nc([N+](=O)[O-])cn1C(C)C was read as GAA glycogen mod -6%, TRb-SRC2 inh 5%, TexasRed fluor 2%, GAA spleen mod 16%, RECQ1 helicase 26%, RGS12 GoLoco inh -7% and L3MBTL1 inh -8%.
`CCOC(=O)C1=C(C)N(Cc2ccc(C(=O)O)cc2)C(=O)NC1c1ccc([N+](=O)[O-])cc1` (centres undefined) gave GAA glycogen mod 7%, TRb-SRC2 inh 1%, TexasRed fluor -1%, GAA spleen mod 3%, GAA inh -5%, RECQ1 helicase -1%, RGS12 GoLoco inh 2% and L3MBTL1 inh 8%.

Not all compounds are listed (hit frequency here may not be typical).
